# Growth percent in the NCI-60 one-dose screen (48 h, 10 µM unless noted): 100 = growth as untreated, 0 = no growth, -100 = all killed.
# SW-620: SW-620 colon cancer; 82,000 compounds, 5.2% hits
# A498: A498 renal cancer cells | 76,000 compounds, 5.4% hits | AID 1794774
# KM12: KM12 colon cancer cells | AID 1794800 | 82,000 compounds, 5% hits
# SNB-75: SNB-75 CNS cancer. 79,000 compounds, 5% hits. AID 1794750
# HCT-15: HCT-15 colon cancer. 82,000 compounds, 5.2% hits
# COLO 205: COLO 205 colon cancer; 79,000 compounds, 7.3% hits
# HCT-116: HCT-116 colon cancer | AID 1794798 | 82,000 compounds, 7.3% hits
# HT29: HT29 colon cancer; 81,000 compounds, 7.4% hits; AID 1794748
# HCC-2998: HCC-2998 colon cancer. 79,000 compounds, 4.7% hits
# * marks the source's active call; other numbers are inactive results; · = not tested or not shown; & = joins results of further samples. The calls were made as follows: active = growth percent below 10; inactive = the rest.
nr	smiles	SW-620	A498	KM12	SNB-75	HCT-15
1	CN1CC(c2ccc(Cl)cc2)C(C(=O)c2ccc(O)cc2)C12C(=O)c1ccccc1C2=O (configuration not stated)	96	117	110	83	106
2	CCOC(=O)Cc1ccc(CCCCc2ccc(CC(=O)OCC)cc2)cc1	102	107	104	101	101
3	COc1ccc(C2=NN(C=O)C(c3sc(N4CCOCC4)nc3Cl)C2)cc1 (configuration not stated)	106	108	101	89	103
4	COc1cc(O)cc(OC)c1CC(C)=O	109	98	101	101	105
5	Cc1ccnc(NC(=O)Cn2cc(COc3ncnc4sc5c(c34)CCCC5)nn2)c1	108	·	101	92	96
6	N/C(=N\c1nc2ccccc2s1)NC(=O)Nc1ccccc1Cl	28	·	13	·	24
7	N#CC1C(C#N)C2c3ccccc3C=CN2C1C(=O)c1ccc(Br)cc1 (configuration not stated)	99	101	99	91	96
8	COC(=O)c1oc2c(C(C)=O)c(OCCN3CCCCC3)ccc2c1C	103	131	102	226	110

nr	COLO 205	HCT-116	HT29	HCC-2998
1	112	99	109	105
2	120	93	97	101
3	98	92	97	100
4	114	103	99	96
5	112	107	108	108
6	-44*	13	5.0*	14
7	107	88	87	112
8	130	90	133	113

# Reprinted from the part before: 2 compounds, then new ones.
nr	smiles	SW-620	A498	KM12	SNB-75	HCT-15
7	N#CC1C(C#N)C2c3ccccc3C=CN2C1C(=O)c1ccc(Br)cc1 (configuration not stated)	99	101	99	91	96
8	COC(=O)c1oc2c(C(C)=O)c(OCCN3CCCCC3)ccc2c1C	103	131	102	226	110
9	NC(=S)NN=C1CCC2(CCCCC2)CC1	102	·	103	98	93
10	COc1ccc(/C=N\NC(=O)c2cc(-c3ccc(Br)cc3)n(-c3ccc(S(N)(=O)=O)cc3)n2)cc1	37	-6.4*	31	-28*	33
11	Cc1nnc(NS(=O)(=O)c2ccc(NC3=C(Cl)C(=O)c4ncccc4C3=O)cc2)s1	102	115	105	81	104
12	CC1=C(C)C(=O)C(N2CCN(c3ccc(C)cc3)CC2)=C(Cl)C1=O	101	119	99	105	82
13	COc1ccc(/C=C/c2nc3ccccc3c(=O)n2-c2ccc(C#Cc3ccccc3)cc2C)cc1	94	88	84	106	81
14	CCNC(=O)CSc1nc2ccccc2c(=O)n1-c1ccc(S(=O)(=O)Nc2ccc(Cl)nn2)cc1	106	111	103	98	110
15	Nc1nnc2cc(F)ccc2n1	94	105	103	75	99
16	Cc1ccc2[nH]c(=O)cc(-n3nncc3COc3ccc(C=O)cc3)c2c1	99	117	106	91	102

nr	COLO 205	HCT-116	HT29	HCC-2998
7	107	88	87	112
8	130	90	133	113
9	103	97	100	104
10	62	28	37	66
11	116	108	112	108
12	114	89	107	114
13	97	62	106	82
14	117	111	122	107
15	134	92	111	103
16	128	108	105	109

# (cont.)
nr	smiles	SW-620	A498	KM12	SNB-75	HCT-15
17	COc1ccc(/C=C/C(=O)c2ccc(NC(=O)CSc3nnc(-c4cc(-c5ccc(S(C)(=O)=O)cc5)nc5ccccc45)n3-c3ccccc3)cc2)cc1	103	·	102	80	102
18	O=c1[nH]c(=O)[nH]c(=S)[nH]1	102	·	102	97	103
19	O=S(=O)(/N=c1\c2ccccc2cnn1C1=NCCN1S(=O)(=O)c1ccc(Br)cc1)c1ccc(Br)cc1	107	122	111	·	107
20	CCCC(C)NCCOC(=O)Nc1ccccc1 (configuration not stated)	104	106	106	106	103
21	CCCCCCCCCCC1CC(=O)OC1=O (configuration not stated)	103	109	111	106	101
22	COc1ccc(C(=O)Nc2ccc3nc(N4CCCCC4)cc(C)c3c2)cc1OC	24	36	24	102	32
23	O=C(/C=C/c1cc2ccccc2[nH]c1=O)c1ccc(Nc2nccc(-c3ccc(Cl)cc3)n2)cc1	97	98	105	93	103
24	OCC(CO)(CO)COCC(CO)(CO)COCC(CO)(CO)CO	102	·	103	88	108

nr	COLO 205	HCT-116	HT29	HCC-2998
17	112	104	113	109
18	103	98	99	·
19	111	111	112	104
20	111	100	101	116
21	105	103	105	92
22	96	64	21	66
23	92	93	100	113
24	104	99	100	97

# Going on with the list.
nr	smiles	SW-620	A498	KM12	SNB-75	HCT-15
25	COc1c(N2CC3CCCNC3C2)c(F)cc2c(=O)c(C(=O)N/N=C/c3ccc4c(c3)OCO4)cn(C3CC3)c12 (configuration not stated)	47	105	88	102	3.7*
26	COc1ccc(-c2nc3sc(-c4cc(OC)c(OC)c(OC)c4)nn3c2/C=C2/C(=O)Nc3ccc(F)cc32)cc1	1.0*	97	14	·	-3.9*
27	Cc1cccc2c(=O)c3c(sc12)c(Cl)nc1ccccc13	91	93	101	62	99
28	CCOC(=O)N/N=C/c1ccc(OC)c(OC)c1	109	107	117	106	110
29	O=C(/C=C/c1ccc(-c2ccccc2)cc1)c1nc2ccccc2n1Cc1ccc(F)cc1	·	110	49	49	23
30	C=COC=O	105	99	103	66	103
31	O=C1C(c2cccc3ccccc23)=C(c2c[nH]c3ccccc23)C(=O)N1CCO	110	99	106	103	89
32	COc1cnc2c(c1)C(=O)c1c-2n(CCCN2CCN(CCO)CC2)c(=O)c2cc([N+](=O)[O-])ccc12	-49*	-6.0*	32	73	-26*

nr	COLO 205	HCT-116	HT29	HCC-2998
25	85	33	-19*	55
26	-44*	30	-50*	-55*
27	·	101	106	101
28	117	102	104	114
29	49	14	9.2*	32
30	105	92	36	104
31	113	106	104	115
32	62	-88*	-86*	80

# Look-ups from the list.
# HCT-116, compound 25 is entered as 33
# SW-620, compound 31 is entered as 110
# KM12, compound 27 is entered as 101
# A498, compound 32 is entered as -6.0*
# KM12, compound 29 is entered as 49
# HCT-116, compound 30 is entered as 92

# The list continues.
nr	smiles	SW-620	A498	KM12	SNB-75	HCT-15
33	COc1ccc(CNNC(=O)CCc2ccccc2)c(OC)c1OC	100	112	112	93	108
34	COC(=O)c1cc(C(C)=O)n2c3ccccc3c3ccccc3c12	89	121	86	-12*	71
35	O=C(NCc1ccccc1)C(c1ccc(O)cc1)N(C(=O)CCc1ccc(O)cc1)C1CC1 (configuration not stated)	103	91	108	97	103
36	Cc1cc2nc3c4ccccc4n(CCO)c3nc2cc1C	75	62	92	74	71
37	CCCCC(CCc1ccc([N+](=O)[O-])cc1)(C(C)=O)C(=O)OCC (configuration not stated)	91	51	92	85	95
38	CCOC(=O)N(CC)CC	95	91	110	92	106
39	C/C=C(\C)C(=O)NC1=CC[C@@]2(C)C(=CCC3C2CC[C@@]2(C)C3CC[C@@H]2C(C)N(C)C)C1=O (some centres not stated)	-11*	71	20	42	-32*
40	COc1cc(C2CC(c3ccc(C)cc3)=NN2C=O)ccc1Oc1nc2c(c(=O)n(C)c(=O)n2C)n1C (configuration not stated)	102	77	78	93	94

nr	COLO 205	HCT-116	HT29	HCC-2998
33	120	82	112	107
34	108	50	93	91
35	104	96	99	·
36	106	34	98	123
37	111	92	94	109
38	114	104	106	111
39	-8.4*	10	-20*	31
40	110	82	73	87

# (list continues)
nr	smiles	SW-620	A498	KM12	SNB-75	HCT-15
41	O=[N+]([O-])c1ccc(Br)nc1	105	·	111	96	96
42	O=C(O)c1ccc(N2C(=O)C=CC2=O)cc1O	106	96	107	83	108
43	Cc1ccc(NC(=O)N2CCN(C(c3ccc(F)cc3)c3ccc(F)cc3)CC2)cc1	84	78	74	75	57
44	CC[C@@H](C)/C=C(C)/C=C/C(=O)c1c(O)c(-c2ccc(OC(=O)[C@@]34CC[C@@](C)(C(=O)O3)C4(C)C)cc2)c[nH]c1=O	90	94	79	78	81
45	O=S(=O)(c1ccc(O)c(Cl)c1)c1ccc(O)c(Cl)c1	98	102	101	89	99
46	S=C(Cc1ccc(-c2ccccc2)cc1)N1CCOCC1	103	82	99	83	104
47	Cc1ccc(N)c(Br)c1	104	85	104	86	106
48	Cc1cc(C)c2c(=O)[nH]c(=S)[nH]c2n1	107	117	98	90	95

nr	COLO 205	HCT-116	HT29	HCC-2998
41	111	112	113	107
42	108	98	98	119
43	100	77	81	89
44	132	71	86	103
45	107	100	96	108
46	103	99	103	103
47	108	104	102	99
48	88	101	82	98

# 4 compounds drawn at random from the list so far:
nr	smiles	SW-620	A498	KM12	SNB-75	HCT-15
38	CCOC(=O)N(CC)CC	95	91	110	92	106
24	OCC(CO)(CO)COCC(CO)(CO)COCC(CO)(CO)CO	102	·	103	88	108
14	CCNC(=O)CSc1nc2ccccc2c(=O)n1-c1ccc(S(=O)(=O)Nc2ccc(Cl)nn2)cc1	106	111	103	98	110
22	COc1ccc(C(=O)Nc2ccc3nc(N4CCCCC4)cc(C)c3c2)cc1OC	24	36	24	102	32

nr	COLO 205	HCT-116	HT29	HCC-2998
38	114	104	106	111
24	104	99	100	97
14	117	111	122	107
22	96	64	21	66

# Following part.
nr	smiles	SW-620	A498	KM12	SNB-75	HCT-15
49	O=[N+]([O-])c1cc(Br)ccc1NS(=O)(=O)c1ccccc1	107&105	75&88	109&101	88&86	103&112
50	C=C(NC(C)=O)C(=O)O	109	89	108	96	103
51	Cc1c2cnccc2c(C)c2c1c1cc(C3OCCCO3)ccc1n2C	4.7*	-57*	5.8*	-23*	1.2*
52	CCCNS(=O)(=O)c1ccc(Cl)cc1	96	99	100	93	100
53	O=C(O)c1cccc(-n2ncc(Cl)c(Cl)c2=O)c1	113	113	77	81	98
54	NC(N)=NS(=O)(=O)c1ccc(NCc2nc3ccccc3c(=O)[nH]2)cc1	101	110	101	87	98
55	C1NNCC12CNNC2	108	121	113	114	107
56	Cc1ccc(S(=O)(=O)C(C)C(=O)Nc2ccc(S(N)(=O)=O)cc2)cc1 (configuration not stated)	112	125	107	97	103

nr	COLO 205	HCT-116	HT29	HCC-2998
49	120&126	94&101	113&111	111
50	101	101	92	102
51	-18*	1.5*	1.1*	-15*
52	102	103	101	99
53	117	105	113	108
54	·	91	114	110
55	111	104	93	106
56	112	100	110	106

# Carrying on:
nr	smiles	SW-620	A498	KM12	SNB-75	HCT-15
57	CCc1c(Nc2ccccc2C)nc(N)[nH]c1=O	106	·	104	93	98
58	N#Cc1ccccc1NC(=O)c1cc(-c2ccc(F)cc2F)ccc1O	92	104	87	40	76
59	CC[N+]1(CC)CC[N+]2(CCCC(C)CC2)CC1 (configuration not stated)	103	96	104	115	104
60	OCc1cn(-c2ccnc3ccccc23)nn1	108	111	107	100	98
61	CC(=O)c1cnn(-c2cc(=O)[nH]c3ccc(Cl)cc23)c1C	100	109	102	118	101
62	O=c1nc(Nc2ccc(Cl)cc2O)sc2ccccc12	92	100	77	83	65
63	CCOC(=O)C1=C(SC)N=C2C(c3nc4ccccc4s3)=Cc3cc(Br)ccc3N2N=C1N	100	93	92	77	96
64	COC(=O)C(N=Nc1ccccc1)C(C)=O (configuration not stated)	110	113	121	103	108

nr	COLO 205	HCT-116	HT29	HCC-2998
57	109	98	110	101
58	120	71	106	98
59	113	104	100	100
60	122	112	103	112
61	119	98	106	100
62	115	78	109	75
63	104	97	97	96
64	116	102	104	113

# Next entries.
nr	smiles	SW-620	A498	KM12	SNB-75	HCT-15
65	COc1ccc(-c2nn(-c3cccc(Cl)c3)cc2C=C(C#N)C#N)cc1	-2.3*	·	4.5*	3.2*	·
66	CN1CCN(C(=O)[C@@]2(C)CC[C@]3(C)CC[C@]4(C)C(=CC[C@@H]5[C@@]6(C)CCC(=O)C(C)(C)[C@@H]6CC[C@]54C)[C@@H]3C2)CC1	90	·	83	82	69
67	COc1cccc(-n2cc(-c3nc4ccccc4c(=O)[nH]3)nn2)c1	113	87	110	73	79
68	O=C(O)c1ccc([N+](=O)[O-])cc1Sc1ccsc1	108	100	102	86	104
69	CCN(CC)CCOc1ccc(/C(=C(\C)c2ccc(Cl)cc2)c2ccc(Cl)cc2)cc1	31	80	40	116	22
70	COc1cc(/C=C/C(=O)c2ccccc2)cc(OC)c1OC	12	·	13	71	31

nr	COLO 205	HCT-116	HT29	HCC-2998
65	-9.7*	-41*	-15*	8.7*
66	77	59	55	94
67	120	110	99	109
68	·	101	102	111
69	8.9*	47	9.0*	94
70	48	21	19	94
